Assay outcomes from PubChem BioAssay.
CHO parental Ca – ATP-evoked calcium signal inhibitors, parental CHO, primary screen, counter-screen for OX1R antagonist project, cell-based, fluorescence, Fluo-8 calcium dye; actives 0.63% (n = 330,000); parental CHO-K1, ATP-induced calcium, Fluo-8 fluorescence; inhibition, % at 5.6 µM;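 active = inhibition above that plate's mean sample inhibition plus 3 SD, cut at about 26% in these data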;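 also: 0% = ATP-challenged DMSO wells and 100% = DMSO wells without ATP; some compounds past the cut are filed as inactive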
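test system = CHO parental line | reagent = ATP stimulus | measured by = intracellular calcium via Fluo-8 no-wash fluorescent dye | control set = ATP and no-ATP DMSO wells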
CHO-K1 Ca antag – M1 antagonist counterscreen hit in parental CHO-K1 cells. ATP-induced calcium, Fluo-8 fluorescence. inhibition, % at 3 µM. actives 0.6% (n = 360,000);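 active = inhibition above a per-plate cutoff, the plate's mean sample inhibition plus 3 SD, cut at about 24% in these data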;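 also: 0% = DMSO plus EC80 ATP and 100% = DMSO alone without ATP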
OXTR potentiate – human OXTR potentiators, primary screen, fluorescence, CHO-OTR cells, Fluo-8 calcium. actives 0.061% (n = 320,000). Fluo-8 calcium fluorescence, potentiator mode; 0% = oxytocin EC15, 100% = EC100. Oxytocin receptor (Homo sapiens), P30559. activation, % at 3 µM;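 active = activation above that plate's cutoff, the mean activation of tested compounds plus 3 SD, cut at about 6.6% in these data, passing the limit was not always enough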;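 also: 100% uses oxytocin at 75 nM as the full agonist control; some results filed as inactive read as strong as hits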
Target sequence (P30559 whole entry, looked up): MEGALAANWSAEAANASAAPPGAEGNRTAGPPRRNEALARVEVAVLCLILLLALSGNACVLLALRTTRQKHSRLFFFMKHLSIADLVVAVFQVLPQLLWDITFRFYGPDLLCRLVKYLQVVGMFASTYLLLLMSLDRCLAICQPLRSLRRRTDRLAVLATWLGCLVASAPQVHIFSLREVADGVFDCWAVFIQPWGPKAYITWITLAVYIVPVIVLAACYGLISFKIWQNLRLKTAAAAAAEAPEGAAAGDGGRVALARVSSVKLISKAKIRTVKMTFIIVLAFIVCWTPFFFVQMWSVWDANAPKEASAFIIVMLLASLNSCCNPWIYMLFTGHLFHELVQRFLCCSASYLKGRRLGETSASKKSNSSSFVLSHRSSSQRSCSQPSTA
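Material: CHO-OTR cells, human receptor; compound dosing: single dose, 3.0 µM nominal final compound concentration; schedule: 6 min compound pre-incubation at room temperature, 100 s kinetic read; measured by: kinetic Fluo-8 calcium fluorescence; read-out basis: % activation vs EC15 and EC100 oxytocin; controls: EC15 oxytocin alone as 0%, 75 nM oxytocin as 100%; replicates: singlicate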
V1R ag counter – agonists of human V1a receptor, primary screen, counter-screen for OXTR agonist project, fluorescence, CHO-V1R cells | Fluo-8 calcium fluorescence, agonist mode; 0% DMSO, 100% 3 nM vasopressin | actives 0.25% (n = 320,000) | activation, % at 3 µM;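 active = activation above the mean activation of all tested compounds plus 3 SD, per screening run, cut at about 20% in these data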;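 also: signal is peak over basal fluorescence ratio across a 100 second FLIPR read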
OXTR agonist – human OXTR agonists, primary screen, fluorescence, CHO-OTR cells, Fluo-8 calcium | activation, % at 3 µM | actives 0.32% (n = 320,000) | Oxytocin receptor (Homo sapiens), P30559 | Fluo-8 calcium fluorescence; normalized: DMSO 0%, oxytocin 100%;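 active = activation above the mean of all tested compounds plus 3 SD, cutoff set per screening run, cut at about 20% in these data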;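 also: peak over basal fluorescence ratio from a 100 s FLIPR kinetic read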
GPR7 antagonist – GPR7 receptor antagonists, primary screen, cell-based, fluorescence, single concentration. Neuropeptides B/W receptor type 1 (Homo sapiens), P48145. actives 1.1% (n = 290,000). AID 1861, 2009. inhibition, % at 4.4 µM. GPR7-expressing cells, fluorescence antagonist assay; in the data active = inhibition above about 16%, passing the limit was not always enough;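 also: cells stimulated with the agonist NPW; 0% = agonist with vehicle and 100% = vehicle without agonist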
Target sequence (P48145 whole entry, looked up): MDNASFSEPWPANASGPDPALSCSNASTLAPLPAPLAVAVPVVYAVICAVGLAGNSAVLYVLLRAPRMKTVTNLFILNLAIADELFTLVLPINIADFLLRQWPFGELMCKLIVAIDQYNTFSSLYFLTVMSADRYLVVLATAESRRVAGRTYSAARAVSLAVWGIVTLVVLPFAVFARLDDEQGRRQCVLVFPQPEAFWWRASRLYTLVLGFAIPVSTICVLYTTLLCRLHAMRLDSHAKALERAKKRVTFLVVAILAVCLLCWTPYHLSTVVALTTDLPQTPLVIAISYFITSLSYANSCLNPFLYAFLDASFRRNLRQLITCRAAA
CHO-K1 Ca ag – counter-screen for M1 agonists: effect in parental CHO-K1 cells; activation, % at 3 µM; actives 0.48% (n = 360,000); Fluo-8 calcium fluorescence; scaled to maximal ATP response, vehicle zero; in the data active = activation above about 15%;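 also: untransfected CHO-K1 host cells lacking M1 receptor as counterscreen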
TAAR1 antagonist – human TAAR1 antagonists, primary screen, Fluo-8 calcium fluorescence, CHO RD-HGA16 cells | antagonist | inhibition, % at 3 µM | actives 1.5% (n = 360,000) | AID 624466, 2012;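 active = inhibition above a per-plate cutoff, the mean inhibition of test compounds on that plate plus 3 SD, cut at about 49% in these data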;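 also: 0% = DMSO plus EC80 beta-PEA response and 100% = DMSO alone without agonist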
Target sequence (Q96RJ0 whole entry, looked up): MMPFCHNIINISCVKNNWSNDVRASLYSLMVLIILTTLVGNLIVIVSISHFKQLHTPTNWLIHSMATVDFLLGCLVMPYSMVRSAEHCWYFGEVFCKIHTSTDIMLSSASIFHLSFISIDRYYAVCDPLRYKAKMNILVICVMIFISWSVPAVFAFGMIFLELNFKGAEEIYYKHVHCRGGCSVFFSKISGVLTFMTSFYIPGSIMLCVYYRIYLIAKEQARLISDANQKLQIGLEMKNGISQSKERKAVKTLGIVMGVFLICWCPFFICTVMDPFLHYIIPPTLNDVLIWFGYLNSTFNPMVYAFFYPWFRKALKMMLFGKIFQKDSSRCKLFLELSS
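Test system – hTAAR1-expressing CHO RD-HGA16 cells, Gα16-coupled · Reagent – β-PEA at EC80 concentration, post-compound challenge · Compound dosing – 3 µM, single point · Timing – 140 s kinetic read after compound, 140 s after agonist · Detection – Fluo-8 intracellular calcium dye fluorescence, real-time kinetic reads · Control set – DMSO and EC80 PEA controls · Repeats – n of 1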
M1 PAM parental – nonselective calcium activators in parental CHO-K1 cells, primary screen, counter-screen for M1 PAM project, cell-based, Fluo-8 calcium fluorescence, full deck, 1536-well; activation, % at 3 µM; ATP EC20; 0% at ATP EC20, 100% at ATP max; AID 602247, 2012; actives 0.02% (n = 360,000);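 active = activation above the run cutoff, the mean activation of all test compounds plus 3 SD, cut at about 40% in these data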;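 also: peak over basal fluorescence ratio in a 140 s read after ATP addition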
* marks the source's active call; other numbers are inactive results; · = not tested or not shown. Compounds as they come; any-hit rate near 3.5%.

SMILES	CHO parental Ca	CHO-K1 Ca antag	OXTR potentiate	V1R ag counter	OXTR agonist	GPR7 antagonist	CHO-K1 Ca ag	TAAR1 antagonist	M1 PAM parental
COc1cc(OC)cc(C(=O)NCC(=O)OCc2cc(=O)oc3cc(OC)ccc23)c1	-11	3	-1	0.9	0.0	-9	18*	-19	15
CC1=CCC(C(=O)O)(C(=O)N/N=C/c2cccs2)C(c2ccc([N+](=O)[O-])cc2)C1 (stereo unspecified)	-20	-5	-8	-1.2	-1.6	-6	-0.4	8	13
N#CCCn1cc(/C=N/N=C2\NC(=O)C(CC(=O)O)S2)c(-c2ccc(F)cc2)n1 (stereo unspecified)	3	-6	-5	0.7	0.4	-11	0.4	-10	11
CSc1nccn1C(=O)c1ccccc1[N+](=O)[O-]	4	1	-7	1.2	0.5	-7	0.0	-26	5
Cc1ccc(N2CC(NC(=O)C(=O)c3c(C)[nH]c4ccccc34)CC2=O)cc1 (stereo unspecified)	-2	5	-7	2.1	0.0	·	0.4	-11	-23
CCc1nc2c(OCc3ccc(Cl)cc3Cl)cccn2c1N(C=O)Cc1ccc(OC)cc1	·	-8	·	·	·	·	0.0	-1	11
CC(Oc1ccccc1Cl)C(=O)N1CCCN(C)CC1 (stereo unspecified)	16	14	-1	-0.1	0.5	-4	8.1	-14	-9
CCOC(=O)c1cc(C(=O)Nc2ccc(S(=O)(=O)Nc3ccc(OC)cc3)cc2)nn1C	7	9	-13	6.2	3.6	-14	1.9	11	-9
Cc1ccc(S(=O)(=O)N2CCCCC2)cc1NC(=O)CNC(C)c1ccc(Cl)c(Cl)c1 (stereo unspecified)	-7	-7	-10	3.3	1.1	·	2.7	1	7
O=C1OC(Nc2ccc(Br)cc2F)c2ccccc21 (stereo unspecified)	5	-4	0	0.8	1.3	-13	0.3	4	10
CN1CCN(c2ccc(NC(=O)CSc3nnnn3-c3ccccc3F)cc2)CC1	-1	-22	-3	0.3	2.5	3	3.5	16	17
O=C(OC1CCOC1=O)c1cccc(S(=O)(=O)Nc2ccc(F)cc2)c1 (stereo unspecified)	-7	6	-8	7.1	3.0	-2	2.5	7	1
Cc1cc(C(=O)NCC(=O)Nc2c(C)cccc2C)c(C)o1	0	-11	-11	0.7	-0.4	-7	0.4	-16	-3
CN(C)c1ccc(/C=C(/NC(=O)c2ccccc2Cl)C(=O)NCCN2CCOCC2)cc1	4	8	-12	11	3.3	-6	6.7	-5	14
Cc1ccc(-c2nnc(SCC#CCOC(=O)c3ccco3)o2)cc1	8	-14	-15	-0.2	0.7	-4	0.4	-5	18
O=C(Cc1ccsc1)Nc1ccc(S(=O)(=O)C(F)F)cc1	13	0	-4	3.2	1.1	17	1.6	-5	8
CC(C)COc1ccc(C(=O)N(CC(=O)Nc2ccccc2C(F)(F)F)Cc2ccco2)cc1	-40	-1	-3	0.3	-2.4	·	-0.7	17	0
COc1cc(/C=C/C(=O)Nc2cccc(S(=O)(=O)N3CCOCC3)c2)ccc1OCC#N	-1	-9	-11	2.4	0.9	·	2.8	26	-14
CCCC(=O)OCC(=O)Nc1ccc(N=Nc2ccccc2)cc1	3	-9	-6	3.0	8.0	4	1.4	11	8
Cc1ncc([N+](=O)[O-])n1CC(=O)N/N=C/c1ccccc1F	23	-3	-2	0.1	0.4	-12	-0.1	-8	2
Fc1cccc(Cl)c1C1SCc2nc3ccccc3n21 (stereo unspecified)	·	6	·	·	·	·	3.8	-2	2
CCOC(=O)C1(CC2CC2)CCN(C(=O)c2cc(C3CC3)nc3ccccc23)CC1	-33	6	-9	-1.3	-2.1	-21	3.8	37	6
CCn1c(C)c(C2=CCN(S(=O)(=O)c3ccccc3)CC2)c2ccccc21	-8	-7	-10	3.1	1.9	-2	2.5	14	7
S=C1SCN(CCN2CCOCC2)CN1Cc1ccccc1	-18	-1	1	1.0	0.2	-2	0.1	11	13
NC1=CC(=O)C(=O)c2ccccc21	·	-3	·	·	·	·	0.7	4	2
O=P(c1ccccc1)(c1ccccc1)c1nc(-c2ccccc2)oc1NCc1ccccc1	-14	-5	2	0.4	-0.1	9	4.5	-8	-7
Cc1ccc(C)c(S(=O)(=O)Nc2ccc(C(=O)NCCCN3CCOCC3)cc2)c1	-15	-9	-11	0.2	-0.2	·	1.1	4	3
CCOC(=O)c1sc(Nc2nc(C)cc(OC)n2)nc1C	-11	-19	-2	-1.0	-1.1	-7	1.1	2	18
Cc1ccc(-c2csc3ncnc(Nc4ccc(N5CCOCC5)cc4)c23)cc1	-43	-13	-8	-0.1	-2.2	-7	0.5	-6	19
O=[N+]([O-])c1cc(CN2CCCC2)c2cccnc2c1O	-2	7	4	-0.4	0.5	1	-0.1	·	-2
Cc1ccnn1CC(=O)N/N=C/c1ccco1	-1	13	-7	-0.3	0.6	-10	1.2	4	5
C/C(=N\NC(=S)Nc1cc(S(=O)(=O)N2CCOCC2)ccc1Cl)c1ccccc1F	-20	6	-5	0.3	-1.1	-3	0.0	-5	3
CC(C)(C)Nc1ncnc2sc(-c3ccccc3)cc12	-10	-9	-13	0.1	-2.4	-6	1.4	14	11
CN(Cc1cccs1)C(=O)CSc1nc2ccccc2[nH]1	-8	-13	-14	0.8	-0.6	-1	0.7	4	5
COc1cccc(N2CCN(c3ncnc4c3[nH]c3ccccc34)CC2C)c1 (stereo unspecified)	89*	·	-32	9.8	12	-1	·	89*	·
CCc1cccc(C)c1NC(=O)COC(=O)Cc1ccsc1	-8	-6	4	1.0	-1.1	-2	-0.1	4	11
Cc1cc(C)c(/C=C(\C#N)S(=O)(=O)c2ccccc2)[nH]1	-16	-6	-7	-0.6	-2.5	5	0.6	-14	-6
Cc1c(C(=O)N2CCN(CCc3ccccc3)CC2)oc2ccccc12	-17	-23	1	-0.8	-1.4	-7	1.1	9	10
O=C(CSc1nc2cc(Cl)ccc2s1)NCc1ccc2c(c1)OCO2	-12	-2	-6	0.8	-1.3	9	0.0	-29	20
CCOc1ccc(C(C(=O)NCC2CCCO2)N(C(=O)c2snc(C(N)=O)c2N)c2ccc(F)cc2)cc1 (stereo unspecified)	-28	4	-21	1.1	1.3	-7	2.6	49*	-11
Nc1c(C(=O)c2ccccc2)sc2nsc(SCCN3CCCC3)c12	-3	10	-3	1.4	2.5	0	16*	-5	8
CS(=O)(=O)N(CC(=O)N1CCCC1)c1cccc(Cl)c1Cl	-3	-5	-1	-0.2	0.1	-1	0.2	-12	-9
O=C(NCc1cccnc1)c1cc(C2CCCN(C(=O)c3cccs3)C2)on1 (stereo unspecified)	·	-3	·	·	·	·	0.3	-26	5
O=C(Cc1ccccc1)N1CCN(C(=O)c2ccc([N+](=O)[O-])cc2)CC1	-3	-9	-2	-0.1	0.4	0	0.1	-6	6
Cc1cc(C(=O)COC(=O)c2n[nH]c(=O)c3ccccc23)c(C)n1C(C)C	-9	14	-5	0.4	-1.2	·	-0.1	-1	-8
Nc1ccc(O)cc1C(=O)OCC(=O)c1ccc(C2CCCCC2)cc1	-2	-4	-5	0.5	0.5	7	1.0	-7	27
O=C(Nc1nccs1)c1cc(-c2ccccc2)nc2ccccc12	-21	-3	-3	0.2	-0.3	-3	4.8	66*	16
O=C(CSc1nnc(-c2ccccc2F)n1C1CC1)N1CCCC1	·	-2	·	·	·	·	0.5	-6	13
O=C(NC1CCCc2ccccc21)C1CCN(S(=O)(=O)c2ccccc2)CC1 (stereo unspecified)	-19	-14	9	1.4	0.6	-15	0.5	12	7
CCC1CCCCN1CCNC(=O)C1CCN(S(=O)(=O)c2c(C)noc2C)CC1 (stereo unspecified)	-5	5	-12	1.7	-0.2	-19	0.7	-2	-1

Entries of single compounds, looked up by structure. Order of screens: CHO parental Ca | CHO-K1 Ca antag | OXTR potentiate | V1R ag counter | OXTR agonist | GPR7 antagonist | CHO-K1 Ca ag | TAAR1 antagonist | M1 PAM parental
Nc1c(C(=O)c2ccccc2)sc2nsc(SCCN3CCCC3)c12 is entered as -3 | 10 | -3 | 1.4 | 2.5 | 0 | 16* | -5 | 8
O=C(CSc1nnc(-c2ccccc2F)n1C1CC1)N1CCCC1 is entered as · | -2 | · | · | · | · | 0.5 | -6 | 13

In another format: 2 of the compounds above
Values in the order – CHO parental Ca	CHO-K1 Ca antag	OXTR potentiate	V1R ag counter	OXTR agonist	GPR7 antagonist	CHO-K1 Ca ag	TAAR1 antagonist	M1 PAM parental
S=C1SCN(CCN2CCOCC2)CN1Cc1ccccc1
 : -18	-1	1	1.0	0.2	-2	0.1	11	13
Cc1cc(C(=O)COC(=O)c2n[nH]c(=O)c3ccccc23)c(C)n1C(C)C
 : -9	14	-5	0.4	-1.2	·	-0.1	-1	-8

(list continues)
SMILES	CHO parental Ca	CHO-K1 Ca antag	OXTR potentiate	V1R ag counter	OXTR agonist	GPR7 antagonist	CHO-K1 Ca ag	TAAR1 antagonist	M1 PAM parental
COc1ccc(N2CCN(Cc3nc4c(c(=O)[nH]c(=O)n4C)n3Cc3cccc(Cl)c3)CC2)cc1	-20	-6	-3	-0.8	-1.1	·	0.3	-16	18
O=C(C[n+]1ccc(C(=O)c2ccccc2)cc1)Nc1ccccc1OC(F)F	-5	-9	-2	1.4	1.3	·	0.4	-3	14
Cc1onc(-c2c(F)cccc2Cl)c1-c1nnc(-c2ccc(C(F)(F)F)cc2)o1	-22	-10	-10	0.2	-1.3	-21	-0.2	10	-3
NS(=O)(=O)c1ccc2nc(NC(=O)C3=COCCO3)sc2c1	24	5	-20	0.0	-0.3	11	0.5	-4	-5
Cc1ccc(S(=O)(=O)NC(=O)Nn2c(C)nnc2C)cc1	0	-10	-5	0.8	0.0	-9	0.4	-9	20
O=C(C1=C[C@@H](c2ccccc2)C[C@@H](OCCCCO)O1)N1CCN(Cc2ccc3c(c2)OCO3)CC1	-16	-17	-16	0.3	16	-4	2.7	-5	9
C/C(=N\NC(=O)c1cc(-c2ccc(C)s2)[nH]n1)c1ccncc1	-23	-12	-8	2.2	1.3	16	1.3	-1	14
CCCCNC(=S)NNC(=O)C12CC3CC(CC(C3)C1)C2	-6	5	-5	-0.5	-1.0	5	0.5	1	-4
COc1ccc(CNC(=O)C2(C)Cc3c(-c4ccc(N(C)C)cc4)ccnc3O2)cc1OC (stereo unspecified)	·	-5	·	·	·	·	-1.2	-34	8
CC1CCCCC1NC(=O)C1CCC(CNS(=O)(=O)c2ccc(F)cc2)CC1 (stereo unspecified)	-8	-3	-11	1.5	0.3	13	5.8	15	14
